hiPSC survival: enhancers of single-cell hiPSC survival, primary screen, ATPlite luminescence; 100% = ROCK inhibitor wells, 0% = DMSO; survival enhancement, % at 20 µM; 360,000 tested, 0.044% active; AID 602274, 2012; in the data active means survival enhancement above about 18%;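 further: cells exposed to compounds for 16 hours before the ATP read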
MITF TRPM1 inh: inhibitors of MITF-dependent TRPM1 promoter reporter, primary screen, cell-based, SK-MEL-5, single point, luciferase. SK-MEL-5 TRPM1 promoter luciferase, 24 h. inhibition, % at 12.5 µM. 330,000 tested, 0.83% active;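 active means mean inhibition across replicates of 60% or more, whatever share of single replicates reaches that level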; further: values of inactives mirror those of a sister screen read the other way
HTR2A ag: mouse Htr2a agonists via beta-arrestin recruitment, primary screen, cell-based, luminescence | 5-hydroxytryptamine receptor 2A (Mus musculus), P35363 | CHO-K1 mHTR2A beta-arrestin complementation; percent of 30 µM serotonin response | activation, % at 7.6 µM | 360,000 tested, 0.66% active;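 active means activation above a run cutoff, the mean activation of all tested compounds plus 3 SD, cut at about 14% in these data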;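 further: 0% = plate median of compound wells and 100% = 30 µM serotonin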
Target sequence (P35363 whole entry, looked up): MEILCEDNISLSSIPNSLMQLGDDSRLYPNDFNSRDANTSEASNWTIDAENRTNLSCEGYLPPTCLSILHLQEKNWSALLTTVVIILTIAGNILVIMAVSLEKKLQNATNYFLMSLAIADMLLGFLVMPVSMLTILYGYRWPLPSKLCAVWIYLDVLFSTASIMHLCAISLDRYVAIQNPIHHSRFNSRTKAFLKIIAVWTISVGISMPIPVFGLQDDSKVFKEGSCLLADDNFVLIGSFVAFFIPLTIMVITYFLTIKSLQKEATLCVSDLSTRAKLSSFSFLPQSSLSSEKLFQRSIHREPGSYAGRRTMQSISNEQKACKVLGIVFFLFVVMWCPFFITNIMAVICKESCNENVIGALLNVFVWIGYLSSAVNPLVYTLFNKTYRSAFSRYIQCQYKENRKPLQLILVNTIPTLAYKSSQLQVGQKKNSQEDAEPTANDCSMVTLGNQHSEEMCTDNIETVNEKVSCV
NR2E3 ag-1: NR2E3 agonists in two-hybrid cells, primary screen, cell-based, luminescence, CHO-S, Gal4-NCOR/VP16-NR2E3; Photoreceptor-specific nuclear receptor (Homo sapiens), Q9Y5X4; luciferase; inhibition of corepressor binding, % at 3.98 µM; 360,000 tested, 0.35% active; AID 602229, 2012;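 active means inhibition above the mean of all tested compounds plus 3 SD, cut at about 70% in these data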;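 further: 0% = DMSO with NR2E3 transfected cells and 100% = cells lacking NR2E3 construct; higher means lower luciferase signal from less NR2E3 corepressor binding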
H9c2 protect: cardioprotection against H2O2-induced cell death, primary screen, uHTS, H9c2 cells, ATPLite luminescence; H9c2 cardiomyocytes, H2O2 injury protection, 2 h; protection from H2O2 cell death, % at 20 µM; 360,000 tested, 0.63% active; AID 588492, 2011;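 active means compounds giving at least 50% protection of heart cells from peroxide-induced death in the single-dose screen, raw or plate-pattern-corrected value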;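 further: 0% = DMSO wells with peroxide and 100% = DMSO wells without peroxide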
Shn3 inh set2: reduction of Shn3 3'UTR firefly luciferase signal, primary screen, Schnurri-3 inhibitor project, cell-based, Clone20 osteoblasts, set 2 | Clone20 osteoblast Shn3 3'UTR firefly luciferase, 24 h | inhibition, % at 12.5 µM | 360,000 tested, 0.52% active | AID 588674, 2011;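 active means mean inhibition of at least 75% with every replicate also reaching 75%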;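 further: 0% = median of neutral control wells and 100% = pilot-screen positive control compound; some compounds past the cut are filed as inactive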
CaV13 FRET inh: Disruptors of the CACNA1D IQ motif to Ca2+-dependent inactivation inhibitor domain association, primary screening, Förster resonance energy transfer in intact living …. HEK cells, CFP/YFP FRET ICDI-IQ, plate reader, 10 min; percent FRET-ratio fall versus neutral wells. inhibition, % at 12.3 µM. 340,000 tested, 0.098% active;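 active means mean replicate inhibition of at least 30% and at least 1% of replicates passing that level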;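 further: 0% = median of the neutral control wells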
Peg3 promoter: Peg3 promoter-driven luciferase inhibitors, primary screen, cell-based, HeLa, luciferase luminescence | 360,000 tested, 1.7% active | inhibition, % at 20 µM | HeLa PEG-Prom luciferase reporter, overnight;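 active means inhibition of at least 50% at 20 µM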
HIF-2a block: HIF-2a reporter inhibitors, primary screen, luminescence, 786-0 RCC cells. 786-0 RCC cells HIF-2a reporter, luciferase luminescence, overnight. inhibition, % at 18.8 µM. 360,000 tested, 0.72% active. AID 624352, 2012;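 active means inhibition of the luminescence signal of 40% or more relative to plate controls, in a single-dose primary screen at 18.75 µM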
NR2E3 ag-2: inhibitors of NR2E3-RetCOR corepressor binding, primary screen, NR2E3 agonist project, biochemical, TR-FRET, GST-NR2E3, biotin-RetCOR | 1536-well | 320,000 tested, 0.12% active | AID 2300, 2010 | inhibition of corepressor binding, % at 4.78 µM;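 active means percent inhibition above the cutoff of mean plus 3 SD of all tested compounds, set per screening campaign, cut at about 20% in these data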;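 further: 0% = DMSO wells and 100% = biotin wells as full block of FRET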
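System: GST-NR2E3 and biotin-RetCOR proteins; probe or stimulus: 7 nM biotin-RetCOR; doses: compound at 4.8 µM, single dose; schedule: Compound–protein incubation for 5 h at 4 °C; detection: time-resolved FRET; read-out: percent inhibition; controls: biotin wells as high control, 0.6% DMSO wells as low control; format: 1536-well plates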
PDI inh: inhibitors of human PDI, primary screen, biochemical, turbidity, single point, plate reader; PDI insulin aggregation turbidity, A650, 90 min; inhibition, % at 10 µM; 350,000 tested, 0.052% active; AID 588391, 2011;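 active means mean inhibition across replicates of 30% or more, whatever share of single replicates reach that level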;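 further: absorbance from insulin aggregation driven by PDI reduction with DTT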
Target sequence (P07237 whole entry, looked up): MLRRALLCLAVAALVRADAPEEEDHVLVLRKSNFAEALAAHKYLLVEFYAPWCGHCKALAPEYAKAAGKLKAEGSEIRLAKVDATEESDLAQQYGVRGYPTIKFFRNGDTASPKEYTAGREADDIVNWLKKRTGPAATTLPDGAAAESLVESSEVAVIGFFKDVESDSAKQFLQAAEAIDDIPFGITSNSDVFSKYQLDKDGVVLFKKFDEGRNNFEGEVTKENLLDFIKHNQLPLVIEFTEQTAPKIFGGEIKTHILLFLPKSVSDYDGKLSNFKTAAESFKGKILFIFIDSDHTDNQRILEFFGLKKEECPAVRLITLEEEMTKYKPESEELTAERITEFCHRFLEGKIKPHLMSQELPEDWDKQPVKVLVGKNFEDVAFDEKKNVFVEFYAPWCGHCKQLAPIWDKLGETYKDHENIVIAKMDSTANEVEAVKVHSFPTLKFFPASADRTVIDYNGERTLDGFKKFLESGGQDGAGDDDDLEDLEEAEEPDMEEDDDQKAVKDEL
* = called active by the depositor; . = no result given. Not a hit list. Share with any hit: about 3.9%.

A first look, 2 compounds:
SMILES	hiPSC survival	MITF TRPM1 inh	HTR2A ag	NR2E3 ag-1	H9c2 protect	Shn3 inh set2	CaV13 FRET inh	Peg3 promoter	HIF-2a block	NR2E3 ag-2	PDI inh
COCCNC(=O)C1CCCN(C(=O)c2cc(C)nn2C(C)(C)C)CC1 (configuration not stated)	-0.4	.	2	-20	9	-7	-4	-22	6	.	-7
COc1ccccc1CN1CCSCC1	-0.4	-3	0	-7	3	-3	-8	14	13	-1	14

This part in full, previewed entries included:
SMILES	hiPSC survival	MITF TRPM1 inh	HTR2A ag	NR2E3 ag-1	H9c2 protect	Shn3 inh set2	CaV13 FRET inh	Peg3 promoter	HIF-2a block	NR2E3 ag-2	PDI inh
COCCNC(=O)C1CCCN(C(=O)c2cc(C)nn2C(C)(C)C)CC1 (configuration not stated)	-0.4	.	2	-20	9	-7	-4	-22	6	.	-7
COc1ccccc1CN1CCSCC1	-0.4	-3	0	-7	3	-3	-8	14	13	-1	14
Cc1cnc(C(=O)N(c2ccc(N3CCOCC3)cc2)C2C(=O)Nc3ccccc3N=C2c2ccc3c(c2)OCO3)cn1 (configuration not stated)	-1.5	.	-4	-33	3	-13	-7	-21	-94	.	.
COc1cccc(NS(=O)(=O)c2ccc3c(c2)NC(=O)C(C)C(=O)N3)c1 (configuration not stated)	-0.7	.	3	-1	15	-8	-7	11	1	2	.
CCCOc1ccc(C(=O)NCc2cccnc2)cc1	4.8	5	-1	-10	0	2	.	-6	-10	5	-1
O=C(Nc1ccc2c(c1)OCO2)C1Cc2c(-c3ccc4c(c3)OCO4)ccnc2O1 (configuration not stated)	-1.5	.	-3	-25	0	-11	-5	20	9	.	-8
COC(=O)c1nn(-c2ccc3c(c2)OCO3)cc1O	-2.4	-50	12	-112	-12	-11	-9	-126	-222	1	2
CN(Cc1ncc[nH]1)Cc1cn(-c2ccccc2)nc1-c1ccc2c(c1)OCO2	-0.7	-17	-6	-18	0	10	-2	4	-1	1	-3
COc1ccc(S(=O)(=O)N(C)C)cc1NC(=O)CSc1nnc(-c2cccnc2)o1	-0.5	-1	4	20	-1	-15	5	27	11	0	-2
O=C(COC(=O)c1ccc2ncsc2c1)NC(=O)c1ccccc1	0.6	-9	4	-39	6	-5	-3	-16	10	1	-2
CC1Cc2nc(SCC(=O)OCc3ccccc3)n(C)c(=O)c2S1 (configuration not stated)	1.2	1	-2	-34	-4	-8	-5	0	7	0	.
CCOC(=O)N1CCN(C(=O)c2ccc3c(=O)n(-c4ccc(OC)cc4)c(=S)[nH]c3c2)CC1	-0.3	0	3	5	0	12	-4	23	5	0	-7
Cc1ccc(N(CC(=O)NCc2ccc(F)cc2)C(=O)CCC(=O)Nc2ccccn2)cc1C	0.2	-6	0	-37	-2	0	-4	9	9	0	8
CCCCn1c(CCn2nc(C)c(Br)c2C)n[nH]c1=S	-0.9	2	1	-12	2	3	-7	5	-3	-3	1
Cc1cc(C(=O)N2CCN(CCc3ccccc3)CC2)no1	2.1	-1	-8	6	15	7	-7	-6	9	4	-2
O=[N+]([O-])c1ccc(-c2nc(NCc3cccnc3)c3ccccc3n2)cc1	-0.5	-18	2	-32	-5	-15	-4	-50	-132	.	3
Cn1c2ccc(F)cc2c2ncn(Cc3ccco3)c(=O)c21	5.9	-10	-2	11	3	11	-4	-7	-23	0	5
C/C(Cl)=C/Cn1c(SCCN2CCOCC2)nc2c1c(=O)[nH]c(=O)n2C	-1.2	1	-1	-18	1	12	-6	8	11	0	4
CSCCC(NC(=O)/C(=C/c1ccco1)NC(=O)c1ccc(Br)o1)C(=O)O (configuration not stated)	-0.8	-7	-6	4	-2	-19	-3	7	17	-5	-3
O=NN(C(=O)NCc1cccnc1)C1CCCCC1	0.2	.	6	-1	3	4	-3	-13	1	.	.
Cc1csc(NC(=O)c2cc(-c3ccco3)nc3ccccc23)n1	3.5	24	3	-29	24	4	-4	4	3	1	0
O=C(c1cccs1)N1N=C(c2ccc(O)cc2)CC1c1ccccc1 (configuration not stated)	-1.0	8	-6	3	-5	-34	-5	-7	-25	0	1
Cc1ccc2cccc(Oc3ncnc4scc(-c5ccccc5)c34)c2n1	0.6	2	-4	7	0	26	-15	31	28	4	-1
c1ccc(-c2n[nH]c(-c3ccccc3)c2-c2nc3ccccc3[nH]2)cc1	-1.0	5	-4	11	-10	5	-5	6	15	3	5
Cc1cccnc1C(NC(=O)C1CCN(Cc2ccc(Cl)cc2)CC1)c1ccccc1 (configuration not stated)	2.1	.	-7	9	-5	10	-17	13	-3	.	0
O=C(O)c1ccc2[nH]c3c(c2c1)CCCC3	1.1	6	-2	-31	8	-7	-3	10	4	.	-6
Cc1ccc(O)c(C(=O)c2cc(C#N)c(=O)n(-c3nccs3)c2)c1	0.0	13	6	-34	-7	6	-163	12	-11	1	1
Cc1ccc(C(=O)COC(=O)CCC(=O)Nc2cccc(Cl)c2)cc1[N+](=O)[O-]	-3.7	-1	4	2	18	-1	0	10	10	3	-1
O=C(NCCc1ccccc1)C(c1ccncc1)N(C(=O)c1csnn1)C1CC1 (configuration not stated)	-0.6	-1	-1	-19	4	9	-3	5	16	1	8
COc1ccc(CN(C)C(=O)c2cccc(NS(=O)(=O)c3ccccc3)c2)cc1F	2.0	13	-7	16	-3	1	-3	11	7	0	-4
COc1ccccc1C(=O)COC(=O)c1ccccc1OCC(=O)Nc1ccc(SC(F)F)cc1	-0.2	14	1	-8	27	-3	-6	21	6	3	2
COc1ccccc1CNC(=O)CCCn1nc(C)n2ccnc2c1=O	-0.7	-3	-4	8	0	2	-7	-6	9	-4	.
CCCCC[C@@H]1CCCCC[C@@H](O)C[C@H](O)[C@H](O)/C=C/C(=O)O1	0.6	.	0	-5	.	.	-8	.	15	.	.
COC(C/C=C\[C@H](O)[C@H](C)OCc1ccccc1)OC	0.5	5	0	2	-1	5	-4	3	1	1	5
COC(=O)c1cc(=O)n(Cc2ccc3c(c2)OCO3)c(=Nc2ccc(F)cc2)s1	-2.6	7	13	-32	-12	-5	-7	51*	0	4	.
Cc1ccc(OCCCN2C(=O)C(=O)c3cc(C)ccc32)cc1	0.1	-11	2	6	-11	9	-2	7	7	0	10
CCN(c1ccccc1)c1cc2ccccc2c(=O)[nH]1	0.6	20	-1	-3	3	-2	-1	-8	6	3	-2
CCC(CO)Oc1cc(NCc2ccccc2C(F)(F)F)c2ncn(C(C)C)c2c1 (configuration not stated)	3.8	5	3	6	-10	27	-5	39	22	.	-7
O=[N+]([O-])c1cccc(-c2n[nH]c(=S)n2-c2ccc(Br)cc2)c1	-0.2	18	4	17	-3	-2	55*	-4	15	3	6
Cn1c(N)c(N=O)c(=O)n(C)c1=S	4.5	7	-2	-11	-5	-5	-16	21	4	.	-6
O=C(CCCN1C(=O)CSc2ncccc21)N1CCN(c2cccc(C(F)(F)F)c2)CC1	1.1	9	4	-10	-7	9	-5	16	6	1	6
CCS(=O)(=O)Nc1c(C(=O)OC)[nH]c2ccccc12	1.1	19	6	-15	2	-8	.	25	22	-1	1
COC(=O)c1cc(C(=O)N2CCc3ccccc32)cc([N+](=O)[O-])c1	-0.7	-9	-2	-21	12	-1	-2	18	20	2	-2
CCOc1ccc(Cn2nnc(C(=O)NCc3ccc(OC)cc3)c2N)cc1	-0.9	7	1	-12	-4	2	-2	11	-7	2	.
Cn1c(-c2ccccc2)cccc1=O	4.4	15	-3	-1	-4	-27	-4	13	-14	3	5
CCOC(=O)N1CCC(NC(=O)CCS(=O)(=O)c2ccc3c(c2)CCN3C(=O)CC)CC1	1.2	-2	10	-3	-6	7	-5	11	11	-1	8
O=C(CCC1CCCCC1)Nc1cc(C(F)(F)F)ccc1N1CCOCC1	-0.3	2	10	-20	-1	0	-5	9	1	3	0
O=C(N1CCCCC1)C1(c2ccccc2)CCCCC1	-0.9	21	11	4	-6	-2	-18	3	8	3	5
Oc1nc(-c2ccc(Cl)cc2)n2ccncc12	-1.0	12	-2	-11	3	-9	9	14	10	-5	-2
CCn1cc(C(=O)OCc2ccccc2)c(=O)c2ccc(C)nc21	-2.3	1	-1	-16	3	16	-4	5	0	1	5
O=C(CN1CCN(S(=O)(=O)c2ccc(Br)cc2)CC1)Nc1ccccc1F	-1.4	-3	0	-13	-14	6	1	10	11	4	-3
O=[N+]([O-])c1cc2c(cc1C=Nc1ccccc1)OCO2	-0.8	35	15*	-34	42	-10	.	-64	-93	-2	-6
COc1ccc(CC(=O)Nc2ccc(S(=O)(=O)N3CCCC3)cc2)c(OC)c1	0.1	-1	5	-7	2	4	-5	9	2	2	8
CCCCn1c(CCNC(=O)c2ccco2)nc2ccccc21	-0.3	11	6	-8	2	6	-5	12	20	2	-2
CC1(c2ccccc2Br)NC(=O)N(CC(=O)Nc2ccc(S(N)(=O)=O)cc2)C1=O (configuration not stated)	-0.6	-8	-4	-9	6	10	-3	12	15	0	-1
CC(=O)Nc1ccc(S(=O)(=O)N2CCSCC2)cc1	0.7	3	5	-13	-1	9	-5	-9	8	0	1
Nc1c(-c2cccc(Cl)c2)cnn1-c1cccc(C(F)(F)F)c1	0.3	-24	-2	-4	-17	2	-5	-97	-171	-3	6
COc1ccc(CNC(=O)c2ccc(S(=O)(=O)NCc3ccco3)cc2)cc1	0.1	.	-6	13	-14	-10	-6	-7	-9	4	6
Cc1ccc(NC(=O)NCCCN2CCCC2=O)cc1	-0.5	-17	-3	-26	1	-6	-9	-15	-41	-2	2
COC(=O)[C@]1(C)CCC[C@@]2(C)C3CC[C@@]4(C)C[C@]3(CCC21)CC(=O)N4Cc1ccc(OC)cc1 (some centres not stated)	-3.0	9	-8	1	-10	82	-9	-16	-3	-1	-6
Cc1cc(C)cc(C(=O)Nc2ccc(N3CCN(C(=O)c4ccco4)CC3)cc2)c1	0.2	15	2	19	24	19	-2	3	5	-1	5
COc1cccc(C2=NN(C(=O)c3cccs3)C(O)(C(F)(F)F)C2)c1 (configuration not stated)	0.5	13	6	-9	-4	27	-6	36	3	1	-1

Screening data as filed in PubChem.
